CHO parental Ca – counter-screen for OX1R antagonists: effect in parental CHO cells; inhibition, % at 5.6 µM; AID 463079; parental CHO-K1, ATP-induced calcium, Fluo-8 fluorescence; actives 0.63% (n = 330,000);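 active means inhibition above that plate's mean sample inhibition plus 3 SD, cut at about 26% in these data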;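 further: 0% = ATP-challenged DMSO wells and 100% = DMSO wells without ATP; some compounds past the cut are filed as inactive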
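Material: parental CHO cells / Compound: single nominal dose of 5.6 µM per compound / Signal: Fluo-8 fluorescence / Replicates: singlicate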
CHRM1 PAM – potentiates human M1 receptor response to acetylcholine. actives 0.088% (n = 360,000). activation, % at 3 µM. AID 588819. CHO-K1 hM1, Fluo-8 calcium fluorescence, ACh EC20; 0% = ACh EC20, 100% = maximal ACh; in the data active means activation above about 19%, passing the limit was not always enough
Target sequence (P11229 whole entry, looked up): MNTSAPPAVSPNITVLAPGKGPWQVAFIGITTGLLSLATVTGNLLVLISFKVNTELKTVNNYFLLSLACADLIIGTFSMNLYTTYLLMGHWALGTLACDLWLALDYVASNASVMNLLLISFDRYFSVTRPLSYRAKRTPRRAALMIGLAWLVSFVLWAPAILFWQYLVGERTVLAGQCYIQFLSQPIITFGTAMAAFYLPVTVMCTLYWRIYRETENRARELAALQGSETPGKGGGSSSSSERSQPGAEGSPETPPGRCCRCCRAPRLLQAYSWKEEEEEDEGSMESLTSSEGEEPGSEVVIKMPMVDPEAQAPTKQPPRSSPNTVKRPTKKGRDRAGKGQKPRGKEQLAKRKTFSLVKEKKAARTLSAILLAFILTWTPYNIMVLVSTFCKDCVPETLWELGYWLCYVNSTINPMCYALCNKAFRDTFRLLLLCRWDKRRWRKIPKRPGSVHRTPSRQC
M1 antag – human CHRM1 antagonism; actives 1.3% (n = 360,000); inhibition, % at 3 µM; P11229; CHO-K1 hM1, Fluo-8 calcium fluorescence, ACh EC80 antagonist; AID 588852;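 active means percent inhibition above its own plate's cutoff, namely the mean of that plate's compound wells plus 3 SD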;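 further: peak over basal fluorescence ratio during 140 s after agonist addition; 0% = ACh EC80 plus DMSO and 100% = DMSO alone without agonist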
OXTR agonist – agonists of human oxytocin receptor. P30559. CHO-OTR cells, Fluo-8 calcium fluorescence; normalized: DMSO 0%, oxytocin 100%. activation, % at 3 µM. actives 0.32% (n = 320,000);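 active means activation above the mean of all tested compounds plus 3 SD, cutoff set per screening run, cut at about 20% in these data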;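 further: peak over basal fluorescence ratio from a 100 s FLIPR kinetic read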
V1R ag counter – activates human V1a receptor in oxytocin agonist counter-screen | P37288 | CHO-V1R cells, Fluo-8 calcium fluorescence, agonist mode; 0% DMSO, 100% 3 nM vasopressin | activation, % at 3 µM | actives 0.25% (n = 320,000);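 active means activation above the mean activation of all tested compounds plus 3 SD, per screening run, cut at about 20% in these data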;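 further: signal is peak over basal fluorescence ratio across a 100 second FLIPR read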
TAAR1 agonist – human TAAR1 agonism. Q96RJ0. CHO RD-HGA16 TAAR1, Fluo-8 calcium fluorescence; vehicle wells 0%, saturating PEA agonist 100%. activation, % at 3 µM. actives 0.99% (n = 360,000);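 active means activation above the mean activation of all test compounds in the run plus 3 SD, cut at about 38% in these data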
Target sequence (Q96RJ0 whole entry, looked up): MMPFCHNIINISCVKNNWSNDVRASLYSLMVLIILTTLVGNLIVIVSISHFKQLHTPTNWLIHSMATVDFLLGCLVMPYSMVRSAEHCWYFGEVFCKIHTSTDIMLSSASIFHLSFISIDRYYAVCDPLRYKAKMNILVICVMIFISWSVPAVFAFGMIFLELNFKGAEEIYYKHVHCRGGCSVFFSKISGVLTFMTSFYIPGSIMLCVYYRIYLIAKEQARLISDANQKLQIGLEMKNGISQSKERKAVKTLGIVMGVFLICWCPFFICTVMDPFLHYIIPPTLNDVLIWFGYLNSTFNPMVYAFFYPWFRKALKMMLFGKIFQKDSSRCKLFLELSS
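Signal – calcium-sensitive Fluo-8 signal, excitation 470-495, emission 515-575 nm · System – RD-HGA16 (CHO) cells co-expressing Gα16 and hTAAR1 · Incubation – 17-24 h seeding, 75 min 37 °C dye, 30 min RT · Compound dosing – 3 µM single concentration · Repeats – no replicates (n 1)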
TAAR1 antagonist – human TAAR1 antagonism. CHO RD-HGA16 TAAR1, Fluo-8 calcium fluorescence, antagonist. inhibition, % at 3 µM. actives 1.5% (n = 360,000). AID 624466;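 active means inhibition above a per-plate cutoff, the mean inhibition of test compounds on that plate plus 3 SD, cut at about 49% in these data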;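 further: 0% = DMSO plus EC80 beta-PEA response and 100% = DMSO alone without agonist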
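System: CHO RD-HGA16 cells bearing hTAAR1. Reagent: EC80 β-phenethylamine stimulus. Schedule: seeding 17-24 h prior, 75-min 37 °C, 30-min RT dye loading. Signal: Fluo-8 intracellular calcium dye fluorescence, real-time kinetic reads. Read-out: % inhibition from peak post-agonist over basal fluorescence ratio. Benchmarks: vehicle wells and EC80 agonist wells. Replicates: n of 1.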
OXTR potentiator – human OXTR potentiation; activation, % at 3 µM; CHO-OTR cells, Fluo-8 calcium fluorescence, potentiator mode; 0% = oxytocin EC15, 100% = EC100; actives 0.061% (n = 320,000);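 active means activation above that plate's cutoff, the mean activation of tested compounds plus 3 SD, cut at about 6.6% in these data, passing the limit was not always enough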;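 further: 100% uses oxytocin at 75 nM as the full agonist control; some results filed as inactive read as strong as hits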
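Replication – single well per compound, singlicate · Assay system – CHO cell line stably expressing human OTR · Timing – 6 min pre-incubation, 100 s read · Measure – normalized max/min fluorescence ratio, % activation · Doses – 3.0 µM, one dose · Detection – Fluo-8 calcium dye fluorescence · Probe or stimulus – oxytocin near EC15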
CHRM1 agonist – activates human CHRM1 receptor; AID 588814; CHO-K1 hM1, Fluo-8 calcium fluorescence, agonist mode; 0% DMSO, 100% acetylcholine EC100; activation, % at 3 µM; actives 0.33% (n = 360,000);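 active means activation above the run's mean compound activation plus 3 SD, cut at about 16% in these data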;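 further: peak over basal fluorescence ratio within a 140 s kinetic read after compound addition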
An asterisk follows results filed as active; x = no result given.

The line under a structure holds: CHRM1 PAM, OXTR agonist, TAAR1 antagonist, CHO parental Ca, TAAR1 agonist, OXTR potentiator, V1R ag counter, CHRM1 agonist, M1 antag
CCc1ccc(CNC(=O)C2Cc3cc(S(=O)(=O)N4CCCC4)ccc3N2C(C)=O)cc1 (configuration not stated)
  10, 1.5, 5, -19, 1, -3, 4.7, -3, -16
CCCCNC(=O)Cn1c(=O)c2c(ncn2CCC(C)C)n(Cc2ccccc2)c1=O
  3, -1.5, -5, -26, -5, 2, -0.5, -8, -2
CC(OC(=O)CNC(=O)c1ccc2c(c1)OCO2)C(=O)NCCC1=CCCCC1 (configuration not stated)
  9, -0.6, -13, -12, 2, -4, 1.4, -2, -25
COc1ccc(-c2[nH]c(-c3ccc(F)cc3)nc2SCC(=O)NC2CCCC2)cc1
  7, -1.1, 28, 2, 0, -5, 2.9, -1, -6
Nc1cccc(-c2cn(-c3cc4cc(C#CC5(O)CCCCC5)ccc4oc3=O)nn2)c1
  -17, 2.9, 58*, -15, 30, -7, 1.8, -1, 25
CCCCOc1ccc(C(=O)N2CCN(CC(=O)Nc3ccc(C)cc3)CC2)cc1OC
  11, -0.4, -1, -18, -1, -2, 2.5, -4, -6
Cc1ccccc1CS(=O)(=O)Cc1ccc(C(=O)NC2CCCCC2)o1
  5, 1.8, 6, -2, 2, -8, 1.7, -1, -7
C/C(=N\N=C(N)N)c1cccc(Cl)c1
  12, 0.2, -31, 0, 9, -22, 0.0, -4, -19
Clc1ccc(-c2nnc3sc(Cc4cccs4)nn23)cc1
  7, -1.5, -11, 0, 2, -4, 0.1, -5, -12
CCCN1CCN(CCCNC(=O)C(CC)n2nc(C)n3c(cc4occc43)c2=O)CC1 (configuration not stated)
  6, 0.0, -13, -8, 2, 0, 0.0, -5, -7
CCN(CC)C(=O)CCc1nnc(Cc2cccc(C(F)(F)F)c2)o1
  4, -0.1, 1, -8, 2, 3, 0.7, -4, -3
CC1(C)C(=O)OC(c2ccc([N+](=O)[O-])cc2)C(C)(C)C1=O (configuration not stated)
  3, 2.0, 6, 11, 0, -4, 0.6, -6, -8
Clc1cccc(Cl)c1C[n+]1ccc2ccccc2c1
  -17, 1.2, -5, 4, 3, 3, 0.6, -12, 31*
CC1Oc2ccccc2C(=O)N(CC(=O)c2ccc3c(c2)OCCO3)C1=O (configuration not stated)
  -8, 1.9, 46, -11, 7, -10, 2.3, -2, 7
COc1ccc(CNC(=O)CCSc2ccc(F)cc2)cc1OC
  7, 2.2, 12, -16, 3, -3, 1.0, -2, 2
CN(Cc1ccco1)C(=O)c1ccc(N2CCCC2=O)cc1
  3, 0.5, 11, -7, 5, 1, 2.4, -3, -1
CCOc1ccccc1CN1CCN(C2CCC2)CC1CCO (configuration not stated)
  9, -0.9, 7, -1, 4, 4, -0.9, -8, -18
COc1ccc(NC(=O)c2ccc3c(=O)n(CC4CCCO4)c(=S)[nH]c3c2)c(OC)c1 (configuration not stated)
  20, 1.0, 8, 3, 0, -7, 0.5, 0, -14
Cc1cc(S(=O)(=O)N2CCC(NC(=O)C34CC5CC(CC(C5)C3)C4)CC2)ccc1-n1cnnn1
  1, -0.1, 7, 4, 6, 5, 0.6, -3, 0
CC(=O)Nc1ccc(S(=O)(=O)N(C)CC(=O)OCC(=O)N2CCCCC2)cc1
  7, 0.3, -18, 5, 2, 1, 0.7, -2, -21
COc1cccc(/C=C2\SC(=S)N(NS(=O)(=O)c3ccccc3)C2=O)c1OC
  0, -0.2, 19, -13, -4, 0, 2.8, -11, 2
C=CCn1c2ccccc2c2nnc(SCCN3CCOCC3)nc21
  -8, 1.2, -1, -17, 3, 4, -0.1, -8, 2
CCOC(=O)C1=C(Cn2cnc3ccccc32)NC(=O)NC1c1ccc(Cl)cc1 (configuration not stated)
  7, -0.2, -21, -20, 10, -3, -1.2, -3, -6
N#Cc1ccccc1NC(=O)CC1c2ccccc2Oc2ccccc21
  4, -2.2, 81*, -15, 67*, -3, -1.2, -6, -2
N/C(COc1ncn(-c2ccccc2)n1)=N\S(=O)(=O)c1ccccc1
  10, -0.2, 19, -7, -1, -3, -0.1, -3, -10
Cc1ccc(C(=O)O)cc1NC(=S)NC(=O)c1ccc([N+](=O)[O-])cc1Cl
  8, -0.2, -19, -4, 1, -5, 1.0, -5, -6
COCc1cc(=O)n2[nH]c(C(C)(C)C)cc2n1
  7, 0.4, 3, -2, 0, -8, 0.7, 0, -3
CCOc1ccc(-c2noc(CCC(=O)NCC3CCCO3)n2)cc1OC (configuration not stated)
  -4, -0.5, 7, -4, 1, -6, 1.3, -3, 10
O=C(c1cc(-c2ccccc2)nc2ccccc12)N1CCc2ccccc2C1
  -3, -2.1, -5, -12, 7, -2, -1.1, -2, 12
Fc1c(F)c(C(F)(F)F)c(F)c(F)c1N1CCN(c2ccc3nnc(C(F)(F)F)n3n2)CC1
  5, -0.2, 5, -5, 3, -13, 0.2, 1, -32

Individual results from the list.
TAAR1 antagonist, COc1ccc(NC(=O)c2ccc3c(=O)n(CC4CCCO4)c(=S)[nH]c3c2)c(OC)c1 (configuration not stated) is entered as 8
CHRM1 PAM, CCc1ccc(CNC(=O)C2Cc3cc(S(=O)(=O)N4CCCC4)ccc3N2C(C)=O)cc1 (configuration not stated) is entered as 10
TAAR1 antagonist, CC(OC(=O)CNC(=O)c1ccc2c(c1)OCO2)C(=O)NCCC1=CCCCC1 (configuration not stated) is entered as -13

One compound at a time, as listed above. Values in the order: CHRM1 PAM, OXTR agonist, TAAR1 antagonist, CHO parental Ca, TAAR1 agonist, OXTR potentiator, V1R ag counter, CHRM1 agonist, M1 antag
Clc1cccc(Cl)c1C[n+]1ccc2ccccc2c1 as listed: -17, 1.2, -5, 4, 3, 3, 0.6, -12, 31*
CC(=O)Nc1ccc(S(=O)(=O)N(C)CC(=O)OCC(=O)N2CCCCC2)cc1 as listed: 7, 0.3, -18, 5, 2, 1, 0.7, -2, -21

More structures follow:
The line under a structure holds: CHRM1 PAM, OXTR agonist, TAAR1 antagonist, CHO parental Ca, TAAR1 agonist, OXTR potentiator, V1R ag counter, CHRM1 agonist, M1 antag
CCNC(=S)Nc1cccc(Cl)c1C
  6, 2.1, -13, 8, 2, 1, 0.1, -4, -15
O=C(c1cc2c([nH]c1=O)CCCC2)N1CCc2c([nH]c3ccccc23)C1c1ccccc1F (configuration not stated)
  6, -1.8, -7, -34, 10, -25, -0.2, -4, -6
CCn1c2ccccc2c2cc(CN3CCN(C(=O)c4ccco4)CC3)ccc21
  -3, 0.6, 6, -4, 22, -13, 1.1, -7, -7
COCCCNC(=O)CN(Cc1ccc(Cl)cc1)S(C)(=O)=O
  4, -0.3, -5, -11, 3, 2, 0.2, -11, -25
COc1ccc(NC(=O)c2ccco2)c(OC)c1
  7, -0.5, 1, 3, -3, -6, -0.4, 2, -8
O=C1CC(c2ccc(S(=O)(=O)NCCOc3ccccc3)cc2)CN1 (configuration not stated)
  2, -0.8, 3, -4, 17, -2, -0.6, -5, -6
CCn1c(CN2CCOCC2)nnc1SCC(=O)Nc1cccc(C)c1
  7, -0.7, 4, -6, 0, 4, 0.4, -6, -5
O=Cc1cc(Br)c(OC(=O)N2CCOCC2)c(Br)c1
  11, 1.3, -16, 14, -1, -3, 0.8, -2, -12
O=C1C(=O)N(CCN2CCOCC2)C(c2cccc(Cl)c2)/C1=C(/O)c1ccc2c(c1)OCO2 (configuration not stated)
  -1, 0.8, -5, -13, 3, -3, 0.7, -4, 1
CCOC(=O)c1c(-c2ccc(C)cc2)csc1NC(=S)NC(=O)c1ccccc1
  4, -0.3, -5, 3, 4, -5, -0.1, -2, -2
CC(=O)Nc1cccc(NC(=O)CSc2nn3c(=O)c(C)nnc3s2)c1
  3, 0.4, -14, 3, 1, -4, -0.1, 1, -4
COc1cccc(C(=O)O/N=C(\C)c2cnccn2)c1
  9, 0.0, -23, 0, 5, -2, 10, 0, -6
COc1cc(OC)c2c(C)cc(=O)oc2c1
  17, -1.6, 8, -18, 8, -5, -0.7, 0, -25
O=C(c1ccc(-c2nc3ccccc3s2)o1)N1CCN(c2ccccc2O)CC1
  -2, -0.7, 64*, -19, 6, -8, -1.1, -3, 11
O=[N+]([O-])c1ccc(NN=Cc2cccc3ccccc23)nc1
  3, x, 0, x, 6, x, x, -3, -11
Fc1cccc(CSc2nnc3c(n2)[nH]c2ccccc23)c1
  4, 0.6, 4, -8, 0, -4, -0.5, -3, -5
CS(=O)(=O)N(CC(=O)N1CCOCC1)c1cccc([N+](=O)[O-])c1
  11, -1.0, 2, 0, 15, -12, 0.0, -6, -7
COC(=O)C(Cc1cnc[nH]1)NC(=O)C1CCC(=O)N1 (configuration not stated)
  1, 0.5, 3, -7, 12, -7, 0.3, -2, 3
COc1cccc2oc3cc(C#CC4(O)CCCCC4)ccc3c(=O)c12
  0, -0.9, 57*, -28, 22, -15, -0.8, -3, 9

M1 antag, what is marked active above.
SMILES	CHRM1 PAM	CHRM1 agonist	M1 antag
Clc1cccc(Cl)c1C[n+]1ccc2ccccc2c1	-17	-12	31*

Three compounds from above, sorted by the value under CHRM1 agonist, smallest number first:
| SMILES | CHRM1 agonist |
| --- | --- |
| CCCCNC(=O)Cn1c(=O)c2c(ncn2CCC(C)C)n(Cc2ccccc2)c1=O | -8 |
| CCOC(=O)c1c(-c2ccc(C)cc2)csc1NC(=S)NC(=O)c1ccccc1 | -2 |
| CC(=O)Nc1cccc(NC(=O)CSc2nn3c(=O)c(C)nnc3s2)c1 | 1 |
